mcGAS lum – inhibitors of mouse cGAS. inhibition, % at 12.5 µM. 160,000 compounds, 0.15% hits. recombinant cGAS, Kinase-Glo ATP depletion luminescence. Q8C6L5;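 further: 0% = negative control wells and 100% = reference inhibitor with no enzyme activity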
NPYLR7 ag – activates Aedes aegypti NPYLR7 receptor | AID 1259423 | activation, % at 10 µM | 270,000 compounds, 0.15% hits | HEK293T NPYLR7/Galpha15, GCaMP6s calcium fluorescence; in the data active means activation above about 40%;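 further: 0% = vehicle and 100% = reference agonist at the receptor; some compounds past the cut are filed as inactive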
hcGAS inh – inhibitors of human cGAS; AID 1259398; inhibition, % at 12.5 µM; Q8N884; 290,000 compounds, 0.081% hits; recombinant h-cGAS, ATP depletion, Kinase-Glo luminescence;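 further: 0% = vehicle reaction and 100% = reaction without DNA for no activity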
Target sequence (Q8N884 whole entry, looked up): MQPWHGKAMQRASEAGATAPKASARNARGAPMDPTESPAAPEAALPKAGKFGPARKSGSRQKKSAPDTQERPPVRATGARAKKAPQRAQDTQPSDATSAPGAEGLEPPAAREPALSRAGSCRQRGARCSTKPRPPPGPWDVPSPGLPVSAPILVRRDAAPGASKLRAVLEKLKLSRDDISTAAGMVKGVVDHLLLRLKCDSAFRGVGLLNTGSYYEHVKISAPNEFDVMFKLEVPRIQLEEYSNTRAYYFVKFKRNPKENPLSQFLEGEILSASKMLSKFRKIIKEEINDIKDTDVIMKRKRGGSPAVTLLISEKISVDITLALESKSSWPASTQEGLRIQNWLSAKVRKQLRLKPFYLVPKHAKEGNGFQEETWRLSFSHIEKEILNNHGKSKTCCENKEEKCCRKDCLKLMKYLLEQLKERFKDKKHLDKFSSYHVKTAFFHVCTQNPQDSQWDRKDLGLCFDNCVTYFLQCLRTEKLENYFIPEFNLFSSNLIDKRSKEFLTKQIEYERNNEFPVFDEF
The depositor's hits bear a star; . = no result given; & = joins results of further samples. Unless noted, no stated cut-off is given here; in the data, active means inhibition above about 40%; inactive means the rest.

Sample of the layout:
SMILES | mcGAS lum | NPYLR7 ag | hcGAS inh
Cc1cccnc1NC(=O)Cn1nc(C)c([N+](=O)[O-])c1C | -4.7 | -12.0 | -7.1
CS(=O)(=O)c1ccc(C(=O)N2CCCC(c3ccn[nH]3)C2)cc1 (stereo not drawn) | . | 0.1 | -2.2
CCc1nc(N(CCC(=O)NC2CC2)Cc2ccccc2)c2ccccc2n1 | -7.8 | -2.1 | -5.7

This part in full, from the first entry:
SMILES | mcGAS lum | NPYLR7 ag | hcGAS inh
Cc1cccnc1NC(=O)Cn1nc(C)c([N+](=O)[O-])c1C | -4.7 | -12.0 | -7.1
CS(=O)(=O)c1ccc(C(=O)N2CCCC(c3ccn[nH]3)C2)cc1 (stereo not drawn) | . | 0.1 | -2.2
CCc1nc(N(CCC(=O)NC2CC2)Cc2ccccc2)c2ccccc2n1 | -7.8 | -2.1 | -5.7
Cn1c(=O)[nH]c(=O)c2c1nc(N1CCNCC1)n2Cc1ccc(Cl)cc1 | . | 0.3 | -6.5
CCc1ccc(CN(C)Cc2nc(-c3cccc(Cl)c3)no2)cc1 | -14.5 | 8.0 | -4.7
CSc1nnc(C2CCCN2C(=O)OC(C)(C)C)o1 (stereo not drawn) | -12.1 | -0.1 | -27.8
O=C1c2ccc(-c3nc4ccccc4c(=O)o3)cc2C(=O)N1C1CCCCC1 | -9.1 | 0.8 | -6.1
Cc1noc(C)c1C1CCCN1C(=O)c1nc(C(C)C)cs1 (stereo not drawn) | . | 8.1 | -9.0
O=C1N(CCCc2ccccc2)CCCC1(O)CNC1CCC(O)CC1 (stereo not drawn) | -8.0 | 5.4 | -2.1
CC1=CC(C)C2C(=O)N(Cc3ccco3)C(=O)C2C1 (stereo not drawn) | -3.0 | 4.0 | -2.3
CCC(NC(=O)CNC(=O)c1ccc(F)cc1)c1ccccc1O (stereo not drawn) | . | 6.0 | -5.9
Cc1cc(C)n(-c2ccc(Cl)c(C(=O)Nc3ccc4c(c3)CCC4)n2)n1 | . | -5.3 | -2.8
Cn1cnnc1CNc1ccnc(-c2ccccc2)n1 | . | -0.3 | 1.7
CCCOC(=O)C1=C(C)NC2=C(C(=O)CC(c3ccc(Cl)cc3)C2)C1c1ccc(Cl)c(Cl)c1 (stereo not drawn) | -6.1 | 14.0 | -2.4
CC1Cc2ccccc2N1C(=O)Cc1cc(-c2ccco2)on1 (stereo not drawn) | -5.0 | 0.5 | 0.2
CC1(C)C[C@@H]2C[C@@](C)(CN2c2nnc(C3CCC3)o2)C1 | -6.5 | . | -17.4
COc1cccc(NC(=O)c2cccc(NC(=O)C(C)N3CCCC3)c2)c1 (stereo not drawn) | . | 0.4 | -7.8
CC1CC(c2ccccc2)C(C)N1S(=O)(=O)N1CCOCC1 (stereo not drawn) | . | -0.3 | 2.7
COc1ccc(/C=N\OCC(=O)N=Nc2c(O)[nH]c3ccc(Br)cc23)cc1 | -5.8 | -1.1 | -4.8
CC(C)N1C(=O)CSC1c1cccs1 (stereo not drawn) | . | 4.9 | -5.0

Three entries from above, field by field:
CC1Cc2ccccc2N1C(=O)Cc1cc(-c2ccco2)on1 (stereo not drawn)
  mcGAS lum: -5.0 | NPYLR7 ag: 0.5 | hcGAS inh: 0.2
CC1(C)C[C@@H]2C[C@@](C)(CN2c2nnc(C3CCC3)o2)C1
  mcGAS lum: -6.5 | NPYLR7 ag: . | hcGAS inh: -17.4
COc1cccc(NC(=O)c2cccc(NC(=O)C(C)N3CCCC3)c2)c1 (stereo not drawn)
  mcGAS lum: . | NPYLR7 ag: 0.4 | hcGAS inh: -7.8

Following part
SMILES | mcGAS lum | NPYLR7 ag | hcGAS inh
Cc1noc(C)c1CCC(=O)NC1(c2ccccc2)CCC1 | . | 6.2 | -14.6
CCC(C(=O)N1CCC(c2[nH]ncc2-c2ccccc2)CC1)n1cccn1 (stereo not drawn) | -6.3 | 9.3 | -2.2
O=C(c1ccc(-c2cccc(C(F)(F)F)c2)o1)N1CCC(NS(=O)(=O)c2ccccc2)CC1 | . | 3.9 | -5.6
CC1(Cc2ccc(F)cc2)C(=O)Nc2ccc(-c3ccc(F)c(Cl)c3)cc21 (stereo not drawn) | -1.9 | 9.8 | -0.4
O=C(c1cn(C2CCCCCC2)nn1)N1CCC(O)(c2ccc(Cl)cc2)CC1 | -3.2 | -1.4 | 3.5
O=c1c(Cl)c(Cl)cnn1-c1ccc(S(=O)(=O)NCc2ccccn2)cc1 | -0.5 | 3.6 | 1.6
Cc1nc(SCc2ccc(C(=O)NCCc3ccccn3)cc2)nc(N2CCN(c3cccc(C(F)(F)F)c3)CC2)c1C | -4.6 | 4.1 | -2.3
COCCCN(CC(=O)N(CCc1c[nH]c2ccccc12)Cc1ccc(F)cc1)C(=O)c1ccc(Cl)cc1Cl | -3.7 | -0.8 | -6.7
COc1c(C)cc(C(O)c2ncc(-c3ccccc3C(F)(F)F)[nH]2)cc1C (stereo not drawn) | . | 0.5 | -9.2
Cc1c[nH]c(CNC(=O)CSC23CC4CC(CC(C4)C2)C3)c(C)c1=O | -3.7 | . | 0.1
Cc1c(C(=O)N2CCC(C(=O)N3CCCC(C)C3)CC2)c(=O)[nH]c2ccccc12 (stereo not drawn) | 3.6 | -3.2 | 4.7
CCC(NC(=O)Cn1nc(C(F)F)cc1C)c1ccnn1C (stereo not drawn) | . | 3.3 | -0.3
CN(C)C(=O)CN1CCC(OC(=O)c2ccc(Cl)cc2)CC1 | . | 9.6 | -5.4
FC(F)Oc1ccc(-c2csc(=Nc3cccnc3)n2C2CC2)cc1 | . | -2.8 | -4.2
O=C1C(Cl)=C(NCCNCCO)C(=O)c2ccccc21 | . | 4.9 | -1.4
Cc1ccc(-c2cc(C(=O)N3CCOC(C)C3)c3ccccc3n2)o1 (stereo not drawn) | . | 6.6 | -5.9
COc1ccc(CCNC(=O)c2cccnc2N2CCN(S(=O)(=O)c3ccc(NC(C)=O)cc3)CC2)cc1OC | -6.5 | 19.3 | -0.2
O=C(Nc1cccc(-c2nc3ccccc3o2)c1)c1ccc2ccccc2c1 | -3.8 | -10.0 | -4.2
Cc1ccc(C)c(S(=O)(=O)NN=Cc2ccc3c(c2)OCCO3)c1 | . | -6.2 | -5.9
COc1ccc(OCCNC(=O)c2cncn2-c2ccc(-c3ccccc3C)cc2)cc1 | -6.4 | -2.1 | -6.6
Cc1cnn(C2CN(Cc3c(C)nn(C)c3Cl)C2)c1 | . | -0.9 | -6.6
S=c1[nH]c2ccccc2n1-c1ccccc1 | . | -1.9 | -4.5
O=C1CN(NC(=O)c2ccc(C3SCCS3)cc2)C(=O)N1 | . | -3.1 | -12.9
Cc1occc1-c1nnc(SCC(=O)Nc2ccon2)n1C | -3.7 | 1.6 | -2.1
COC(=O)C1=C(C)Nc2ncnn2C1c1ccc(N(C)C)cc1 (stereo not drawn) | -9.2 | 11.9 | -12.4
CC(C)CC(=O)N1CCC2(CC1)OCC(C(=O)NCc1cccc(C(F)(F)F)c1)N2C(=O)c1ccc(F)cc1 (stereo not drawn) | -3.7 | 1.4 | -5.3
Cc1noc(CN(C)C(=O)C(C)Oc2ccc3oc(=O)cc(C)c3c2)n1 (stereo not drawn) | -12.9 | -4.5 | -4.9
CN(CCNC(=O)CCNC(=O)c1ccccc1F)S(C)(=O)=O | . | 4.1 | -5.5
NC(c1csc(Nc2nccc(C(F)(F)F)n2)n1)C1CCCCC1 (stereo not drawn) | -5.3 | -5.2 | -2.9
CC(c1ccccc1)N1CNc2c(c(=O)nc3n2CC(C)(C)S3)C1 (stereo not drawn) | . | -0.1 | -1.0
CC(C)OC(=O)CC(=O)COc1nc2c3c(cnc2o1)CCCC3 | -5.1 | 1.6 | -5.5
c1ccc2ncc(-c3ccc(CN4CCCC4)cn3)cc2c1 | . | 1.1 | -2.0
Cc1cccc(CN2CCCC(C(=O)Nc3ccc(-c4cscn4)cc3)C2)c1 (stereo not drawn) | . | 11.7 | -8.1
COC(=O)CC(Cc1ccccc1)NS(=O)(=O)N1CCCC(C)C1 (stereo not drawn) | . | 0.8 | -12.3
CC(=O)c1c(C)[nH]c(C(=O)C(C)Sc2nnnn2C)c1C (stereo not drawn) | -4.1 | 5.3 | -3.0
COC(=O)c1ccc(C(=O)NNc2nc3ccc(C)cc3s2)cc1 | -7.1 | 4.6 | -3.7
COCCNC(=O)CSc1nc(-c2cc(C)cc(C)c2)nc2c1c(=O)n(C)c(=O)n2C | -7.9 | -5.0 | -6.7
CSc1ncccc1C(=O)N(Cc1cnn(C)c1)C(C)C | . | -5.6 | -5.8
O=C(N/N=C\c1c[nH]c2ccccc12)c1cc(-c2ccccc2Cl)n[nH]1 | -3.8 | 1.8 | -5.5
Cc1ccccc1C(N)C1CCCC(C)C1 (stereo not drawn) | . | 14.1 | -10.6
Cc1ccc(NC(=O)Cn2ncn3nc(-c4ccc(F)cc4)cc3c2=O)cc1F | -8.4 | -9.5 | -6.9
CCN(Cc1ccccc1)C(=O)c1cc(COc2cncc(Cl)c2)on1 | -1.4 | . | 3.0
O=C(CN1C(=O)C2(OCCO2)c2ccccc21)c1ccccc1 | -8.9 | 3.7 | 1.4
CC1CN(c2cc(Cl)nc(SCC(=O)N3CCN(c4cccc(C(F)(F)F)c4)CC3)n2)CCN1C(=O)c1ccc(Cl)cc1 (stereo not drawn) | -3.3 | 12.8 | -6.1
COCCN=c1scc(-c2ccc(OC(F)F)cc2)n1N=Cc1ccc(C#N)cc1 | . | -0.9 | -6.3
CCCCNC(=O)N1CCN(c2cc(Cl)nc(SCC(=O)N3CCC(C(=O)OCC)CC3)n2)CC1C (stereo not drawn) | -3.6 | 6.8 | -0.8
CCn1c(=NC(=O)CSCC(=O)Nc2nccs2)sc2ccccc21 | . | 8.4 | -4.0
N#Cc1cccc(CN2C(=O)C3(SCCN3C(=O)Nc3cccc(Cl)c3)c3cc(F)ccc32)c1 (stereo not drawn) | -5.3 | 20.1 | -4.8
COC(C)c1nncn1-c1cccc(C(F)(F)F)c1 (stereo not drawn) | -11.6 | 9.6 | -4.1
CCn1c(=O)c2c(nc3n2C(C)C(C)=NN3Cc2cccc(Cl)c2)n(C)c1=O (stereo not drawn) | -9.7 | 5.1 | -7.3
COc1c(C)cc(C(=O)N2CCOC(COc3cccc(C(F)(F)F)c3)C2)cc1C (stereo not drawn) | . | 17.3 | -4.2
Cc1ccc(NC(=O)CN2CN(c3ccccc3)C3(CCN(C(=O)c4ccc(Cl)cc4Cl)CC3)C2=O)cc1C | -4.6 | 14.0 | -8.3
C#C[C@]1(OC(C)=O)CCC2C3CCC4=CC(=O)CC[C@@H]4C3CC[C@@]21C (stereo partly drawn) | . | 6.2 | 4.7
COc1cc(NC(=O)N2CCSC2c2cccc(OCc3ccccc3)c2)cc(OC)c1 (stereo not drawn) | 0.8 | . | 7.2
O=C(OCc1nc(-c2cccc(Cl)c2)no1)c1ccc(O)cc1 | . | -0.2 | -14.7
CCC(=O)NCCn1cnc(-c2ccccc2)c1-c1ccc2nonc2c1 | . | 10.2 | 0.1
NC(=O)c1c(NC(=O)CSc2n[nH]c(N)n2)sc2c1CCC2 | . | 8.8 | -18.5
Cc1cc(C2CCCN2CC(O)c2ccc(Cl)cc2)on1 (stereo not drawn) | -5.5 | 3.7&-1.9 | -8.9&-9.8
CCOC(=O)c1c(N2C(=O)CC(Sc3ccccc3C(=O)O)C2=O)sc2c1CCC(C)C2 (stereo not drawn) | -4.2 | -11.5 | 7.0
Cc1ccc(S(=O)(=O)c2c(C)nn(C(C)(C)C)c2OC(=O)C2CCCC2)cc1 | -9.8 | 2.9 | -11.7

(listing goes on)
SMILES | mcGAS lum | NPYLR7 ag | hcGAS inh
COc1cccc(CCC(=O)Nc2ccc(C)cc2)c1 | . | -0.3 | -6.5
Cc1ccc(CN(C)C(=O)CC(c2ccccc2)c2ccc3c(c2)OCO3)o1 (stereo not drawn) | . | 6.5 | 0.0
CCOC(=O)N1CCN(c2nc(C(C)C)nc3sc4c(c23)CCCCC4)CC1 | -3.6 | 6.0 | -0.7
COc1ccc(C(C)NC(=O)c2cc(-c3ccco3)[nH]n2)c(OC)c1 (stereo not drawn) | . | -3.3 | -4.6
CN(C)c1nccnc1-c1ccccc1CN1CCOCC1 | . | 1.9 | 1.3
O=C(CN1C(=O)CSc2ccccc21)Nc1cc(F)cc(F)c1 | . | 15.3 | -12.4
C[n+]1ccccc1C1CCCCC1=NNc1ccc([N+](=O)[O-])cc1[N+](=O)[O-] (stereo not drawn) | . | 0.8 | -2.4
COCCN1C(=O)C(Cc2ccccc2)ON=C1c1ncccc1C (stereo not drawn) | . | 6.6 | -4.7
COc1ccc(CCNC(=O)c2cc(-c3cc(OC)c(OC)c(OC)c3)nc3ccccc23)cc1Br | -5.1 | 21.8 | -3.8
CCCCN(CC(=O)N1CCc2sccc2C1c1ccc(C(C)(C)C)cc1)S(=O)(=O)CC12CCC(CC1=O)C2(C)C (stereo not drawn) | -1.2 | 0.8 | 1.9
CC(=O)CC1(O)C(=O)N(CCCOc2cccc(C)c2)c2ccccc21 (stereo not drawn) | . | 17.1 | -9.4
COc1ccc(CCNC(=O)c2cc(C)nc3cc(C(C)(C)C)nn23)cc1OC | -4.1 | 5.6 | -1.9
O=C(c1cc2nc(-c3ccc(Cl)c(Cl)c3)cc(C(F)(F)F)n2n1)N1CCSCC1 | -6.0 | -6.7 | -6.0
O=C(NCCn1ccc2ccccc21)Nc1c[nH]c2ccccc12 | -10.2 | -3.8 | -10.5
CC(C)c1nccn1Cc1cc(C(=O)NC2CC(C)(C)NC(C)(C)C2)n[nH]1 | -12.5 | 2.7 | -2.3
CCOCCn1c(C2CC(=O)N(c3ccccc3)C2)nc2ccccc21 (stereo not drawn) | . | 12.4 | -2.0
CC(=O)Nc1ccc(S(=O)(=O)N[C@@H](C)C(=O)OCc2nc3ccccc3n2C(F)F)cc1 | . | 4.4 | 2.8
O=C(NCC(c1cccnc1)N1CCc2ccccc21)c1ccc(Cl)c([N+](=O)[O-])c1 (stereo not drawn) | . | 12.4 | -3.9

Screens as filed in PubChem.
